Assay outcomes deposited in PubChem BioAssay by several laboratories.
CHRM5 PAM – CHRM5 positive allosteric modulation | P08912 | CHO-K1 hM5, Fluo-8 calcium, ACh EC20 PAM; 0% = ACh EC20, 100% = ACh EC100 | activation, % at 3 µM | 360,000 tested, 0.3% active | AID 624038;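 active = activation above the run cutoff, the mean activation of all test compounds plus 3 SD, cut at about 18% in these data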
Target sequence (P08912 whole entry, looked up): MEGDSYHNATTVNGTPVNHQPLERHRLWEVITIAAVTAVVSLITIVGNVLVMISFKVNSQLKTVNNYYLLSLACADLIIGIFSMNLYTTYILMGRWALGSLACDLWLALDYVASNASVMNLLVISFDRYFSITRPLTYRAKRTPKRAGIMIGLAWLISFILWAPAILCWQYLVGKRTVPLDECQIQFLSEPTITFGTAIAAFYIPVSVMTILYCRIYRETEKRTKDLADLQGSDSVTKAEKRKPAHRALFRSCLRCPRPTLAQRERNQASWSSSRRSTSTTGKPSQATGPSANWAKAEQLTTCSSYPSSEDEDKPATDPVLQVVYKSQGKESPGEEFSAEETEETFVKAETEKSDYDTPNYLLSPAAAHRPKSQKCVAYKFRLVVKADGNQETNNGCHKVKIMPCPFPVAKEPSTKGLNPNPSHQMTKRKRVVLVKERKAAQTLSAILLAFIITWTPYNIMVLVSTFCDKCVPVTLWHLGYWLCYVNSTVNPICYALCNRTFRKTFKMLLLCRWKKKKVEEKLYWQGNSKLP
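Assay system – human M5 receptor in CHO-K1 cells · Read-out – % activation, ACh-normalized · Technique – Fluo-8 calcium fluorescence · Dosing – single-point, 3 µM nominal · Incubation – Fluo-8 loading 80 min at 37 °C plus 30 min room temperature · Repeats – singlicate, one well per test compound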
M5 ag – agonists of human muscarinic M5 receptor (CHRM5) | AID 624037 | 360,000 tested, 0.19% active | CHO-K1 hM5 cells, Fluo-8 calcium fluorescence; 0% DMSO wells, 100% maximal acetylcholine response | activation, % at 3 µM;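 active = activation above the run's mean over test compounds plus 3 SD, cut at about 23% in these data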;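 note: signal is peak over basal fluorescence ratio across the kinetic read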
CRFBP-R2 agonist – agonists of human CRF-binding protein/CRF-R2 receptor complex; HEK293 CRF-R2/CRF-BP, calcium dye fluorescence (FLIPR); percent of saturating CRF peptide response; activation, % at 13.2 µM; 350,000 tested, 0.46% active;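 active = activation of at least 50%, plus an integration ratio under a set limit after plate pattern correction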;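 note: plate controls were neutral control wells without compound for no effect and CRF at EC100 for full effect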
M1 antag – human CHRM1 antagonism | P11229 | CHO-K1 hM1, Fluo-8 calcium fluorescence, ACh EC80 antagonist | inhibition, % at 3 µM | 360,000 tested, 1.3% active;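 active = percent inhibition above its own plate's cutoff, namely the mean of that plate's compound wells plus 3 SD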;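 note: peak over basal fluorescence ratio during 140 s after agonist addition; 0% = ACh EC80 plus DMSO and 100% = DMSO alone without agonist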
CHRM4 PAM – CHRM4 positive allosteric modulation; activation, % at 3 µM; CHO-K1 hM4/Gqi5, Fluo-8 calcium fluorescence, ACh EC20; 0% = ACh EC20, 100% = maximal ACh; 360,000 tested, 0.4% active; AID 624126;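 active = activation above its plate's cutoff, the mean activation of sample wells plus 3 SD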; note: some results filed as inactive read as strong as hits
Target sequence (P08173 whole entry, looked up): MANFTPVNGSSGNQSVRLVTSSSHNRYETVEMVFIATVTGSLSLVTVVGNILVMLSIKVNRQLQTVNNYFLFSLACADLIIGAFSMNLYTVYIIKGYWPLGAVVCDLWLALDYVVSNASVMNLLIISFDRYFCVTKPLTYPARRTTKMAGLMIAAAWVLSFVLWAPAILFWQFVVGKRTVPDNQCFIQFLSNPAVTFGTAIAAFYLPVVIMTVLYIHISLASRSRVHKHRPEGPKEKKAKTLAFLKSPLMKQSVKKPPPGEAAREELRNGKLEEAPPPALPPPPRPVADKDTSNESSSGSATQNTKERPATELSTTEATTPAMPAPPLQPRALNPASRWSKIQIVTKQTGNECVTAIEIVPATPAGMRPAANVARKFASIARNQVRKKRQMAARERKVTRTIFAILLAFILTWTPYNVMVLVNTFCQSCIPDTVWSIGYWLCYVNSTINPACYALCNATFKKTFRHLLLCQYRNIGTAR
M5 antag – blocks acetylcholine activation of human M5 receptor | inhibition, % at 3 µM | AID 624040 | P08912 | CHO-hM5 cells, Fluo-8 calcium fluorescence, ACh EC80 | 360,000 tested, 0.59% active;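 active = inhibition above a per-plate cutoff, the mean of that plate's test compounds plus 3 SD, cut at about 27% in these data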;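 note: 0% = acetylcholine EC80 with DMSO and 100% = DMSO without agonist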
CHRM4 agonist – agonists of human muscarinic M4 receptor (CHRM4); P08173; CHO-K1 hM4/Gqi5, Fluo-8 calcium fluorescence; vehicle 0%, full acetylcholine response 100%; activation, % at 3 µM; 360,000 tested, 0.14% active;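 active = activation above the run mean over all test wells plus 3 SD, cut at about 32% in these data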;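 note: peak over basal fluorescence ratio per well then scaled between controls; 0% = DMSO wells and 100% = acetylcholine at EC100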
CHRM4 antagonist – blocks acetylcholine activation of human M4 receptor | P08173 | CHO-hM4 cells, ACh EC80, Fluo-8 calcium fluorescence | inhibition, % at 3 µM | 360,000 tested, 0.73% active | AID 624125;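 active = inhibition above its plate's cutoff, the mean inhibition of sample wells plus 3 SD, cut at about 27% in these data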;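 note: 0% = acetylcholine EC80 with DMSO and 100% = DMSO without agonist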
M1 PAM – potentiates human M1 receptor response to acetylcholine; activation, % at 3 µM; AID 588819; CHO-K1 hM1, Fluo-8 calcium fluorescence, ACh EC20; 0% = ACh EC20, 100% = maximal ACh; P11229; 360,000 tested, 0.088% active; in the data active = activation above about 19%, passing the limit was not always enough
Active calls of the source: *; . = no result given.

Results follow in this order: CHRM5 PAM, M5 ag, CRFBP-R2 agonist, M1 antag, CHRM4 PAM, M5 antag, CHRM4 agonist, CHRM4 antagonist, M1 PAM
1	CC(C)(C)C(=O)N1CCn2c1nc1ccccc12
  -1, 2, -1.2, -14, 6, 3, 1, 4, 12
2	CC(C#N)On1c(SC(C)C#N)nc2ccccc2c1=O (centres undefined)
  -1, 0, 0.2, -3, -1, -7, 2, -3, 2
3	O=C(Nc1ccc(F)cc1)c1cc(Cl)sc1Cl
  4, -2, 0.4, -3, -1, 1, 1, 1, 7
4	Cc1ccc(S(=O)(=O)NCC(=O)OCC(=O)Nc2ncc(Cl)cc2Cl)cc1
  0, -1, -0.8, -17, 2, 4, 0, -5, 7
5	Cc1n[nH]c(=O)c2c(NC(=O)CSc3nn(-c4ccccc4)c(=S)s3)oc(C)c12
  -2, -3, -1.8, -4, 3, 0, 3, -26, 2
6	CCOC(=O)C1CCN(C(=O)CC2C(=O)N(Cc3ccccc3)C(C)c3nc4ccccc4n32)CC1 (centres undefined)
  -1, 2, -3.5, -4, -11, -1, 1, 16, 1
7	CC(C)(C)n1cnc2cc(NCc3cccs3)ccc21
  2, -7, 0.5, -8, 10, 6, 2, 2, 6
8	CCn1c(N2CCN(C(=S)NCCc3ccccc3)CC2)nc2ccccc21
  -18, 6, -1.0, -11, -9, 7, 18, 3, -11
9	CCOC(=O)/C(C#N)=C\c1cc(OC)c(OC)cc1[N+](=O)[O-]
  -1, -1, -1.6, 1, 1, -6, 0, 5, 7
10	O=C(NC1CCCc2ccccc21)C1CCN(S(=O)(=O)c2cccc3nsnc23)CC1 (centres undefined)
  -1, -5, -0.2, 1, 5, 2, 0, 2, 4
11	Cc1cccc(NC2=NC(C)(C)N=C(N)N2)c1C
  -8, -3, 0.4, 0, -1, -6, 1, -4, -4
12	C/C(=N\OC(=O)c1ccc(C)cc1)c1sc(C)nc1C
  -7, -3, -0.5, -4, 5, 2, 1, 4, 4
13	CNC(=O)N(c1ccccc1)c1ccccc1
  2, 3, 2.1, -15, 2, -1, 1, -3, 6
14	Cc1ccc(-c2nnc(-c3cc(C)on3)o2)cc1
  -10, -2, 1.7, 14, 11, 14, 0, -11, -5
15	Cc1ccc(C(=O)CCC(=O)OCC(=O)NNC(=O)c2ccccc2Cl)cc1
  1, 4, 0.2, -7, 7, 11, 2, -1, 8
16	CCn1c(=O)[nH]c2cc(Cl)c(Cl)cc21
  -12, 7, 0.0, -8, -12, 13, 16, 6, -3
17	CCCCCN(C(=O)CCC(=O)OC(C)C(=O)c1ccc(CC)cc1)c1c(N)n(CCCC)c(=O)[nH]c1=O (centres undefined)
  3, -5, 37, -7, -5, 14, -1, 6, 1
18	NC(=O)C1(N2CCCCC2)CCN(C(=S)Nc2ccccc2)CC1
  -3, -3, -1.9, -7, 1, 4, 1, -2, 10
19	Cc1ccc(S(=O)(=O)N2CCOCC2)cc1NCC(=O)Nc1ccc(OC(F)(F)F)cc1
  1, -2, 0.8, -2, 4, 12, 1, -2, 5
20	Cc1ccc(SCCNC(=O)c2ccc(CN3CCOCC3)cc2)cc1
  -12, -4, -2.1, -9, 0, 12, 3, -3, 10

Some of these compounds in order of the M5 ag value, low to high.
entry | SMILES | M5 ag | CRFBP-R2 agonist | M1 antag | CHRM4 PAM | M5 antag | CHRM4 agonist | CHRM4 antagonist | M1 PAM
11 | Cc1cccc(NC2=NC(C)(C)N=C(N)N2)c1C | -3 | 0.4 | 0 | -1 | -6 | 1 | -4 | -4
15 | Cc1ccc(C(=O)CCC(=O)OCC(=O)NNC(=O)c2ccccc2Cl)cc1 | 4 | 0.2 | -7 | 7 | 11 | 2 | -1 | 8
16 | CCn1c(=O)[nH]c2cc(Cl)c(Cl)cc21 | 7 | 0.0 | -8 | -12 | 13 | 16 | 6 | -3

New compounds follow.
Results follow in this order: CHRM5 PAM, M5 ag, CRFBP-R2 agonist, M1 antag, CHRM4 PAM, M5 antag, CHRM4 agonist, CHRM4 antagonist, M1 PAM
21	Cc1ccc(Cn2c(NCCCn3ccnc3)nc3c2c(=O)n(C)c(=O)n3C)cc1
  -1, -7, -0.8, -1, 15, 6, 0, -1, -3
22	CCc1cccc2c(/C=N/NC(=O)c3cccc(S(=O)(=O)Nc4ccccc4Cl)c3)c[nH]c12
  -8, -4, 0.1, 10, -1, -1, 3, 4, -1
23	CCSC1=C(C#N)C(=O)n2c1cc1c2CCCC1
  6, 3, -0.8, 1, 2, -2, 0, 0, 1
24	NNC(=O)c1oc2nc(-c3ccccc3)cc(-c3ccccc3)c2c1N
  -1, 0, -2.7, -2, 1, 0, 2, -10, 1
25	c1ccc2c(-c3cnc4cccnn34)cncc2c1
  -3, 0, ., -10, -7, 8, 0, 5, 4
26	COCC(=O)N[C@H]1CC[C@@H](CC(=O)OC)O[C@@H]1CO
  0, 1, ., ., 2, 5, 1, -5, .
27	ClC(/C=N/n1cnnc1)=C/c1ccccc1
  12, 9, -0.5, -5, 4, -1, 7, 5, 11
28	CC(C)=C1C2CCC1C1C(=O)N(c3nc(-c4ccccc4)c(C)s3)C(=O)C21 (centres undefined)
  -5, -5, 1.7, -12, 2, 6, -1, -1, 3
29	O=C(CCC(=O)OCC(=O)c1ccc(-c2ccccc2)cc1)Nc1cccc2cccnc12
  -19, -6, -0.8, 0, 0, 0, 3, 1, 3
30	COc1ccc(N2CCN(C(=O)COc3cccc4ccccc34)CC2)cc1
  9, -3, -0.6, -10, 12, -9, 3, -6, 12

Whole records, quoted from the list:
`Cc1ccc(S(=O)(=O)NCC(=O)OCC(=O)Nc2ncc(Cl)cc2Cl)cc1` is entered as CHRM5 PAM = 0; M5 ag = -1; CRFBP-R2 agonist = -0.8; M1 antag = -17; CHRM4 PAM = 2; M5 antag = 4; CHRM4 agonist = 0; CHRM4 antagonist = -5; M1 PAM = 7
`CCc1cccc2c(/C=N/NC(=O)c3cccc(S(=O)(=O)Nc4ccccc4Cl)c3)c[nH]c12` is entered as CHRM5 PAM = -8; M5 ag = -4; CRFBP-R2 agonist = 0.1; M1 antag = 10; CHRM4 PAM = -1; M5 antag = -1; CHRM4 agonist = 3; CHRM4 antagonist = 4; M1 PAM = -1

(next part)
Results follow in this order: CHRM5 PAM, M5 ag, CRFBP-R2 agonist, M1 antag, CHRM4 PAM, M5 antag, CHRM4 agonist, CHRM4 antagonist, M1 PAM
31	Cc1cc(C)n(Cc2ccc(Cl)cc2Cl)c(=O)c1S(=O)(=O)c1ccccc1
  6, 0, 8.9, -7, 7, 13, -1, 3, 7
32	CC(NS(=O)(=O)c1ccccc1)C(N)=O (centres undefined)
  4, 4, -1.1, -8, 9, -5, 1, -6, 8
33	O=C1Nc2c(ccc(Cl)c2Cl)C(=O)C1(F)c1ccccc1 (centres undefined)
  -3, -3, -0.8, -2, -4, 11, 2, -9, 2
34	O=C(CN1CC(c2ccccc2)CC1=O)N/N=C/c1cc(Br)ccc1O (centres undefined)
  -2, 1, 0.5, -19, 2, 11, 4, -6, 10
35	Cc1cc(C)c2nc(NC(=O)c3ccc4c(c3)OCO4)sc2c1
  6, 1, 3.1, -17, 10, -7, 2, -25, 12
36	COc1ccc(S(=O)(=O)Nc2ccccc2-c2nnn(CC(=O)Nc3ccccc3OC)n2)cc1
  -11, -1, -0.8, 17, -12, 18, 7, 14, -2
37	COC(=O)C1=C(O)/C(=C\c2ccc(CNS(=O)(=O)c3ccccc3)o2)N=C1C
  2, -1, 5.6, -12, 3, -4, 2, -2, 9
38	O=C(NCc1cccs1)c1cnn2cccnc12
  -2, -1, 3.1, 5, -1, 4, 1, 7, 1
39	CCOc1ccc(NC(=O)CSc2n[nH]c(N)n2)c([N+](=O)[O-])c1
  -1, -1, -0.9, -3, 0, 2, 1, 0, 2
40	Cc1ccc(C(=O)NCCc2ccc(S(N)(=O)=O)cc2)o1
  -3, -6, -1.8, -8, 5, 0, 1, -3, 12
41	CC(=O)c1ccc(NC(=O)CSc2nccn2CCc2ccccc2)cc1
  -31, -8, 1.6, 0, -3, -5, 10, 8, 0
42	OCCNCc1cccc2ccccc12
  -6, -1, -1.1, 6, 5, -1, 2, -6, -4
43	N#CC(C(=O)Nc1ccccc1)=C1Nc2ccccc2N1
  0, -1, -0.9, -11, -2, 3, 5, -11, 5
44	COC(=O)Cn1c(C(=O)N2CCCC2)cc2c1C[C@H]1CN(C(=O)c3ccccc3)[C@@](Cc3ccc(F)cc3)(C(=O)OC)[C@@H]21
  1, 3, 0.7, -10, 12, 9, 1, -7, 11
45	COc1ccc(N(CC(=O)N2CCN(Cc3ccccc3)CC2)S(C)(=O)=O)cc1Cl
  -2, 0, -0.9, -3, 5, 8, 3, 1, 8
46	COc1ccc(-c2nc(N3CCC(C)CC3)[nH]c(=O)c2C#N)cc1
  2, -2, -2.8, -16, 6, 2, -1, 2, 1
47	O=S(=O)(NCCN1CCOCC1)c1ccc(Cl)c(Cl)c1
  -3, -3, -0.5, -3, 0, 11, 0, -3, 13
48	COc1ccc(S(=O)(=O)Nc2ccc(S(=O)(=O)N(C)C)cc2)cc1[N+](=O)[O-]
  7, 3, -1.3, -18, 19, -6, 2, -2, 13
49	CC(C)NC(=O)Cn1c(SCC(=O)N2CCc3ccccc3C2)nc2ccccc21
  0, -2, 0.3, -7, 6, -3, 2, 6, 2
50	CC(C[N+](C)(C)C)OC(N)=O (centres undefined)
  -20, 96*, -2.1, 41, -10, 75*, ., 0, -29
51	Cc1ccc(S(=O)(=O)NCC(=O)OCC(=O)NCc2ccc(F)cc2)cc1
  -10, -4, 0.0, -4, -4, -4, 2, -8, 5
52	CC1CC(C)CN(CCCNC(=O)c2c(O)nc3ccccn3c2=O)C1 (centres undefined)
  5, -1, 1.7, -4, 12, 1, 2, -8, 5
53	CCCC[C@@H]1CC2=C(C(=O)OC(C)(C)O2)[C@H](c2ccc(C(C)C)cc2)O1
  -3, -1, ., ., -4, 6, 0, 6, .
54	CS(=O)(=O)N(CC(=O)Nc1cccc([N+](=O)[O-])c1)c1cccc(F)c1
  -1, 5, -4.7, 13, -4, 9, 7, 3, 1
55	O=C(CNC(=O)OCc1ccccc1)NC(Cc1cnc[nH]1)C(=O)O (centres undefined)
  -5, 1, -0.8, -4, 0, 15, 0, -3, 1
56	COc1ccc(NC(=S)NC(NC(=O)c2ccc(Cl)cc2Cl)C(Cl)(Cl)Cl)c([N+](=O)[O-])c1 (centres undefined)
  -21, 6, -2.2, -6, -1, 28*, 11, -3, -5
57	O=C(CCCc1ccccc1)Nc1cccc(C(=O)O)c1
  6, 0, -0.9, -5, 3, 1, 0, -5, 6
